Screens as filed in PubChem.
JMJD2A Tudor inh = JMJD2A Tudor domain (human) inhibition | Potency, µM (top dose mostly 114 µM), inactives show top-dose activity change, negative = inhibition, hits mostly inhibitors | 390,000 compounds, 4.4% hits | AlphaScreen JMJD2A-Tudor / H3K4me3 peptide binding | AID 504339 | O75164; note: potency is the fitted concentration of half-maximal effect; % is set by controls: 0 for no effect and ±100 for the full control effect; nearly all actives have a fitted effect of over 50% in size
GLS inh = inhibitors of human glutaminase (GLS); O94925; GLS enzymatic activity, qHTS titration; Potency, µM (series often up to 45.5 µM), inactives show top-dose activity change, negative = inhibition, usual class: inhibitors; 410,000 compounds, 0.21% hits; note: potency is the fitted concentration of half-maximal effect; % is set by controls: 0 for no effect and ±100 for the full control effect
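hKGA in 45 mM KH2PO4 (pH 8.2), 0.02% Tween-20 with compound, then 1mM L-Glutamine (stock as added) plus glutamate oxidase/HRP/Amplex red coupling mix. Fluorescence read initially and after 30 min at RT; signal change reflects glutamate formation.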
12-LOX inh = inhibitors of human 12S-lipoxygenase ALOX12; P18054; purified 12hLO, xylenol orange hydroperoxide absorbance; Potency, µM (top dose mostly 108 µM), without a hit: top-dose activity change, negative = inhibition, most hits filed as inhibitors; 580,000 compounds, 1.1% hits; AID 1671190; note: potency is the fitted concentration of half-maximal effect; % is set by controls: 0 for no effect and ±100 for the full control effect
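Purified human 12hLO (150 nM final) in 25 mM Hepes, 0.01% Triton X-100, pH 7.0 was preincubated 15 min at room temperature with compound. Then 40 uM arachidonic acid was added, 30 min. Hydroperoxide was read by Fe-XO absorbance ratio 573/405 nm.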
G9a block = blocks human histone lysine methyltransferase G9a; AID 504332; Potency, µM (titrated, usually from 102 µM), inactives show at the top dose activity, negative = inhibition, actives largely listed as inhibitors; G9a H3K9 monomethylation, AlphaScreen, 2 h; 350,000 compounds, 8.8% hits; note: potency is the fitted concentration of half-maximal effect; % is set by controls: 0 for no effect and ±100 for the full control effect; nearly all actives have a fitted effect of over 75% in size
Target sequence (Q96KQ7 913-1193 limits assumed): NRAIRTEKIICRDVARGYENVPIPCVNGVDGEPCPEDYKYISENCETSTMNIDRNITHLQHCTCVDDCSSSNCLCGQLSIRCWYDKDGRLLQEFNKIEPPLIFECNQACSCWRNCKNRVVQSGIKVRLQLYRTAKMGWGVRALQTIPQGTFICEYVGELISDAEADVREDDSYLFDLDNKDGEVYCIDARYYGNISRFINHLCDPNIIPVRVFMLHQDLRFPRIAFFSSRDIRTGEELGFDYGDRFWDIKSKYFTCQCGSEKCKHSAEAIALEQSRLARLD
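Quantitative HTS format: methyltransferase activity on a biotin-tagged H3K9 peptide is measured by AlphaScreen, using a rabbit anti-monomethyl-H3K9 antibody with streptavidin donor and anti-IgG acceptor beads. Final levels are 20 nM enzyme, 500 nM peptide, 20 uM SAM; 2 h RT.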
ERG Ets-DNA blk = blocks human ERG Ets domain binding to DNA | P11308 | fluorescence polarization, His-ERG Ets domain / labelled DNA | Potency, µM (series often up to 76.9 µM), for inactives: at the top dose FP activity, negative = inhibition, usual class: inhibitors | 370,000 compounds, 0.028% hits; active = well fitted inhibition curve with a large enough effect in the polarisation, with a control signal flat; inconclusive = small, poorly fitted or top-dose-only effect, or effect the other way, or a change in a side signal; inactive = no such curve, though single readings can be large or run the other way; the % refers to the polarisation;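 note: polarization taken with two DNA probes labelled with fluorescein and Texas red; potency is the fitted concentration of half-maximal effect; % of control where 0% means no effect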
Target sequence (P11308 whole entry, looked up, the tested form may be a part): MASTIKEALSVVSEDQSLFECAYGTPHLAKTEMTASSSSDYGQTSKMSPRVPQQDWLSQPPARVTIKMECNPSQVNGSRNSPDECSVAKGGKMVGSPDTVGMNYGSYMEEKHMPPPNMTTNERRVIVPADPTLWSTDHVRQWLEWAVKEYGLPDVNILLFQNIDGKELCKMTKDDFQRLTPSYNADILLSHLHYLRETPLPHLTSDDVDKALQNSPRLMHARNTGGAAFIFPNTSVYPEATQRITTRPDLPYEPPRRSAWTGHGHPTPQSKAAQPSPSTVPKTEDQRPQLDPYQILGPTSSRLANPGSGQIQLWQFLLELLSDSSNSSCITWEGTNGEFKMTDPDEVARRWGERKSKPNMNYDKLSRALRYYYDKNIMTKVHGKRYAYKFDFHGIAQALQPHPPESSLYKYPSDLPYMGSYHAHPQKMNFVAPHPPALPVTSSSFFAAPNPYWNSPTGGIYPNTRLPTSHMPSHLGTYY
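His-tagged ERG Ets domain (1 uM in the protein solution; 300mM KCl, 50mM Tris-HCl, 1mM EDTA, 1mM DTT, pH 7.5) received compound, then a probe mix of 5 nM fluorescein-DNA and 100nM Texas-615-DNA. Fluorescence polarization was read for both dyes.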
HP1b chromo inh = inhibitors of HP1-beta chromodomain binding to methylated histone tails; P83916; AlphaScreen HP1-beta / biotin-H3K9me3 peptide binding; Potency, µM (titrated, usually from 114 µM), inactives show at the top dose activity change, negative = inhibition, actives largely listed as inhibitors; 390,000 compounds, 0.56% hits; note: potency is the fitted concentration of half-maximal effect; nearly all actives have a fitted effect of over 70% in size; inactives centre near 23
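HP1-beta protein (50 nM final) preincubated 30 min at room temperature with biotinylated H3(1-18)K9me3 peptide (50 nM) in PBS pH 7.4, 0.01% Tween-20, then compound added for 30 min. AlphaScreen streptavidin donor/nickel chelate acceptor beads (10 ug/mL final), 30 min dark, luminescence read.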
BAZ2B inh = BAZ2B (human) inhibition; Q9UIF8; AlphaScreen BAZ2B-H3K14Ac peptide displacement; Potency, µM (highest dose often 114 µM), without a hit: at the highest dose activity change, negative = inhibition, most hits filed as inhibitors; 360,000 compounds, 4.4% hits; AID 504333; note: potency is the fitted concentration of half-maximal effect; % is set by controls: 0 for no effect and ±100 for the full control effect; nearly all actives have a fitted effect of over 60% in size
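BAZ2B 50 nM plus b-H3(5-23)K14Ac 50 nM, PBS pH 7.4/0.01% Tween-20, 30 min RT; compound added (max 110 uM), 30 min RT; streptavidin donor/Ni-chelate acceptor beads 10 ug/mL final, 20 min dark; AlphaScreen read.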
RGS4 inh = human RGS4 inhibition. Potency, µM (titrated, usually from 114 µM), inactives show top-dose activity change, negative = inhibition, actives largely listed as inhibitors. P49798. 390,000 compounds, 0.039% hits. Transcreener GDP fluorescence polarization, RGS4-accelerated GTP hydrolysis; note: potency is the fitted concentration of half-maximal effect; % is set by controls: 0 for no effect and ±100 for the full control effect; nearly all actives have a fitted effect of over 75% in size; some results filed as inactive show a strong effect at the top dose
Target sequence (P49798 whole entry, looked up): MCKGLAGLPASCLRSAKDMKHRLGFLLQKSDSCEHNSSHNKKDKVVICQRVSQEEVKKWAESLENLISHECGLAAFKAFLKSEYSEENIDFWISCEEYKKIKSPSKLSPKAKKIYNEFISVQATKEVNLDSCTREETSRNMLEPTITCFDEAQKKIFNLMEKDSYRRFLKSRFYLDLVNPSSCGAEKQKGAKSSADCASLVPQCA
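MLSMR compounds (23 nl, pin-transferred) preincubated 10 min at room temperature with a 500nM (2x) first reagent, then RGS4 at 900nM (2x) plus Transcreener GDP mix added; fluorescence polarization (620/688 nm) read before and after 90 min at 30 °C.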
PI4K2A block = PI4K2A (human) kinase inhibition | 420,000 compounds, 0.13% hits | AID 1346378 | Q9BTU6 | purified PI4K2A, ADP-Glo luminescence, 1 h; active compounds read low | activity change, negative = inhibition, % at 76.9 µM; in the data active = activity change below about -50%; inconclusive = mostly about -30% to -49%;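 note: -100% = wells without enzyme as full effect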
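In this quantitative HTS, ADP production by PI4K2A was quantified luminescently after 1 h at ambient temperature; 100 microM adenosine served as plate-quality control.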
An asterisk follows results filed as active; ? = inconclusive; . = no result given; & = joins results of further samples; [ ] = dose if it differs, or a comment. Unless noted, calls come from the whole dose curve; as a rule, active = well fitted curve in the direction sought with a large enough effect; inconclusive = small, poorly fitted or top-dose-only effect, or another doubt; inactive = no such curve, though single readings can be large; an effect the other way counts as inactive or inconclusive.

SMILES	JMJD2A Tudor inh	GLS inh	12-LOX inh	G9a block	ERG Ets-DNA blk	HP1b chromo inh	BAZ2B inh	RGS4 inh	PI4K2A block
COc1ccc(CN2CCNC(=O)C2CC(=O)N2CCCO2)c(OC)c1 (configuration not stated)	0%	1%	14%	5%	2%	46%[activator]	-2%	18%	-1
Cc1ccc(S(=O)(=O)CCC(=O)OC2CC(C)OC2=O)cc1 (configuration not stated)	-16%	-2%	209%[activator]	.	1%	9%	.	4%	2
O=C(Nc1nonc1-c1ccc(Cl)cc1)c1ccccc1	12%	3%	0%	1%	2%	30%	12%	-9%	3
COc1ccc(-c2noc(-c3ccccc3C(=O)NCc3ccco3)n2)cc1OC	-31%	9%	-1%	?	-6%	25%	-32%	-27%	0
CSCc1ccc(C(=O)N2CCCC(Nc3ccc(F)cc3)C2)o1 (configuration not stated)	?	20%	296%[activator]	?	-14%	-2%	?	17%	-8
Cc1cccc(Cn2c(N(C)CCO)nc3c2c(=O)[nH]c(=O)n3C)c1	-3%	2%	343%[activator]	-45%[59 µM]	2%	36%	-3%	25%	-1
O=C(COC(=O)COc1ccccc1)NCc1ccco1	-2%	1%	?	-7%[0.501 µM]	-1%	25%	6%	12%	0
COc1ccc(NC(=O)CCN2CCN(S(=O)(=O)c3ccc(Br)cc3)CC2)cc1	-7%	1%	-17%	16%	4%	35%	-20%	13%	-5
COC(=O)c1nc(-n2nc(C)cc2C)ccc1Cl	13%	-4%	14%	?	-2%	59%[activator]	9%	0%	3
Cc1ccc(NC(=O)C(Cc2ccccc2)n2cccc2)cc1C (configuration not stated)	-5%	4%	-22%	3%[59 µM]	3%	17%	-5%	32%	0

Quoted at random: 3 compounds from above.
SMILES	JMJD2A Tudor inh	GLS inh	12-LOX inh	G9a block	ERG Ets-DNA blk	HP1b chromo inh	BAZ2B inh	RGS4 inh	PI4K2A block
Cc1cccc(Cn2c(N(C)CCO)nc3c2c(=O)[nH]c(=O)n3C)c1	-3%	2%	343%[activator]	-45%[59 µM]	2%	36%	-3%	25%	-1
COc1ccc(-c2noc(-c3ccccc3C(=O)NCc3ccco3)n2)cc1OC	-31%	9%	-1%	?	-6%	25%	-32%	-27%	0
COc1ccc(CN2CCNC(=O)C2CC(=O)N2CCCO2)c(OC)c1 (configuration not stated)	0%	1%	14%	5%	2%	46%[activator]	-2%	18%	-1

(listing goes on)
SMILES	JMJD2A Tudor inh	GLS inh	12-LOX inh	G9a block	ERG Ets-DNA blk	HP1b chromo inh	BAZ2B inh	RGS4 inh	PI4K2A block
Cc1ccc(S(=O)(=O)c2cnc(SCC(=O)Nc3ccc4c(c3)OCCO4)[nH]c2=O)cc1C	?	0%	0%	-1%[59 µM]	-6%	10%	-10%	-13%	-1
CCN1CCN(C(=O)C2CCC(CNS(=O)(=O)c3ccc(NC(C)=O)cc3)CC2)CC1 (configuration not stated)	13%	8%	-1%	-25%	-13%	30%[activator]	0%	18%	1
Cc1ccc(S(=O)(=O)N(C)C[C@H]2Oc3ccc(NC(=O)Nc4c(C)noc4C)cc3CC(=O)N([C@@H](C)CO)C[C@@H]2C)cc1	-24%	-2%	-1%	.	1%	19%	.	13%	3
CCOC(=O)CCn1c2nc(C)cc(C)c2c(=O)n1-c1ccccc1	-8%	7%	-5%	8%	1%	24%	4%	17%	3
CCCCNC(=O)c1ccccc1NC(=O)CCSc1ccccc1	29%	0%	14%	-7%[59 µM]	0%	68%[activator]	35%	-20%	5
CCOc1ccc(NS(=O)(=O)c2ccc(C(=O)N3CCCCCC3)cc2)cc1	-16%	1%	?	-11%[0.501 µM]	-3%	20%	4%	-3%	0
CCOc1ccc(NCc2cc3c(C(C)(C)C)nn(-c4ccccc4)c3[nH]c2=O)cc1	50µM*	11%	-13%	40µM*	.	?	22µM*	-1%	-2
Cn1nc(-c2ccc(OCC(=O)Nc3ccc(Cl)cc3)cc2)c2ccccc2c1=O	?	-40%	-7%	?	8%	7%	?	-133%	-1
COc1cc2c(cc1OC)C(COc1ccc3c(C)cc(=O)oc3c1)N(C(=O)c1ccccc1F)CC2 (configuration not stated)	3%	-2%	-23%	7%[59 µM]	0%	25%	-4%	12%	0
Cc1ccc(CCNC(=O)CCSCc2ccc(Cl)cc2)cc1	-18%&-8%	-4%&3%	-9%&-14%	-12%&20%[59 µM]	-3%&-4%	-12%&15%	-6%&1%	3%&11%	-4&0
Cc1ccc(N2CC(NC(=O)Cc3cccs3)CC2=O)cc1C (configuration not stated)	-13%	4%	?	7%[59 µM]	-1%	14%	-8%	11%	2
CC1CC(C)CN(C(=O)CSc2ncnc3sccc23)C1 (configuration not stated)	-9%	-3%	178%[activator]	9%[0.501 µM]	17%[15.4 µM]	37%	12%	-39%	-5
Cc1ccc(-c2cc(C(F)(F)F)n3nc(C(=O)Nc4ccc(Cl)c(C(F)(F)F)c4)cc3n2)cc1	-10%	3%	-15%	5%[59 µM]	-2%	7%	-19%	18%	1
CCOc1ccc(NC(=O)Nc2cc(C)on2)cc1	-1%	0%	0%	-2%[12.7 µM]	-3%	40%	6%	-1%	-3
Cc1ccc(S(=O)(=O)N(C)CC(=O)NCCCn2nc(C)cc2C)cc1	9%	1%	1%	.	2%	20%	.	32%	0
COc1ccccc1N1CCN(S(=O)(=O)c2cccc(F)c2)CC1	4%	.	-18%	-1%[59 µM]	8%	30%	4%	5%	4
COCCn1c(SCC(=O)Nc2ccccc2OC)nnc1-c1ccco1	2%	2%	18%	12%	-4%	4%	-9%	-6%	2
Cc1cc(-c2c(C(=O)N3CCOCC3)c(C)nn2-c2cccc(C(F)(F)F)c2)no1	-14%	3%	122%[activator]	-34%	-1%	19%	0%	-12%	-2
COc1ccc(Cl)cc1NC(=O)CN(C)CC(=O)Nc1ccccc1C(F)(F)F	17%	0%	12%	90%[activator][59 µM]	1%	52%[activator]	-2%	-14%	1
COc1ccc(C2=NS(=O)(=O)N(C)C(C(=O)Nc3ccc4c(c3)OCO4)=C2)cc1OC	?	4%	3%	35µM*	1%	-7%	?	4%	-1

Entries listed so far printed as active in JMJD2A Tudor inh.
SMILES	JMJD2A Tudor inh	GLS inh	12-LOX inh	G9a block	ERG Ets-DNA blk	HP1b chromo inh	BAZ2B inh	RGS4 inh	PI4K2A block
CCOc1ccc(NCc2cc3c(C(C)(C)C)nn(-c4ccccc4)c3[nH]c2=O)cc1	50µM*	11%	-13%	40µM*	.	?	22µM*	-1%	-2

Continued.
SMILES	JMJD2A Tudor inh	GLS inh	12-LOX inh	G9a block	ERG Ets-DNA blk	HP1b chromo inh	BAZ2B inh	RGS4 inh	PI4K2A block
CCN1CCN(c2ccc(Nc3ccnc4ccccc34)cc2)CC1	?	30%	?	6%[12.7 µM]	1%	-2%	-30%	10%	2
O=C(O)CC1SC(N/N=C/c2ccc(Br)cc2)NC1=O (configuration not stated)	-11%	4%	234%[activator]	-2%	2%	42%[activator]	-18%	-15%[56.9 µM]	-3
O=C(NCCO)c1ccc2c3n(nc2c1)-c1ccccc1CO3	-7%	-1%	8%	21%[12.7 µM]	1%	41%[activator]	7%	12%	-24
CCOC(=O)N1CCN(C(=O)c2cc3ccc(OC)cc3[nH]2)CC1	-15%	3%	-5%	16%	10%	73%[activator]	3%	-20%[56.9 µM]	3
Cc1cccc(NC(=O)NNC(=O)c2ccc3ccccc3c2O)c1	-19%	-3%	-8%	6%	-7%	27%	-16%	-14%	0
O=C(CCN1C(=O)COc2ccccc21)NCCCN1CCCC1	-12%	-1%	-3%	.	-5%	37%	-11%	32%	-7
Cc1cc(C)cc(NS(=O)(=O)c2cc3c(cc2C)NC(=O)CO3)c1	?	-3%	-12%	-46%[59 µM]	7%	-12%	-32%	-3%	-2
Cc1nn(C)cc1C(=O)Nc1cc(Oc2ccc(Cl)cc2)cc([N+](=O)[O-])c1	?	2%	-26%	-7%[59 µM]	-4%	?	2%	-24%	0
CCOC(=O)N1CCC(Nc2ncnc3c2cnn3-c2ccc(C)cc2C)CC1	-10%	4%	2%	-4%[59 µM]	14%	28%	6%	-15%	-1
O=C(NC1=NCCS1)c1ccc(Cl)c(S(=O)(=O)N2CCOCC2)c1	-8%	8%	-1%	-20%	-5%	30%	-16%	24%	-5
Cc1ccc(S(=O)(=O)NC(N)=NCCc2ccc(Cl)cc2)cc1	-9%	4%	?	8%[59 µM]	?	33%	8%	21%	-2
CCOC(=O)c1c(NC(C)=O)c2c3c(sc2n1Cc1cccc(Cl)c1)CCCC3	-6%	-10%	?	6%[59 µM]	0%	42%[activator]	-22%	4%	-1
CCN(C(=O)CN1C(=O)c2ccccc2S1(=O)=O)C1CCCCC1	-2%	-5%	?	?	-18%	24%	11%	-1%	1

The list is partial; rates above refer to the full screens.
